procasp3 activ = activators of human procaspase-3 | recombinant procaspase-3 D3A, Ac-DEVD-pNA absorbance 405 nm | activation, % at 8.5 µM | P42574 | 330,000 compounds, 0.11% hits;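 active = activation above the mean of all tested compounds plus 3 SD, cut at about 21% in these data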;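 also: 0% = DMSO alone and 100% = DMSO wells spiked with extra 5 µM PC-3 D3A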
Target sequence (P42574 whole entry D9A/D28A/D175A): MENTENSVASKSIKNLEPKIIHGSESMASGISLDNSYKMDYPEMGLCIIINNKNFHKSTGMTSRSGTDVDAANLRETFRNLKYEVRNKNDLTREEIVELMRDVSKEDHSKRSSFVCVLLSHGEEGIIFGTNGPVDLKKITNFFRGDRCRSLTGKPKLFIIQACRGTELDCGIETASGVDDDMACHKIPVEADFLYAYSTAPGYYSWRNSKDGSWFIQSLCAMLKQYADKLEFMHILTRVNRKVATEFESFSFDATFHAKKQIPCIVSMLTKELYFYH
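Assay system – Procaspase-3 D3A mutant · Benchmarks – DMSO low control, extra-enzyme high control · Technique – 405 nm absorbance of p-nitroaniline, reads at 0 and 120 min · Doses – 8.5 µM nominal · Measure – % activation between DMSO and enzyme-spiked controls · Also added – Ac-DEVD-pNA chromogenic peptide substrate · Schedule – 1 h compound preincubation, 2 h substrate hydrolysis at 25 °C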
core dimer inh = HCV core protein dimerization inhibition. inhibition, % at 5 µM. TR-FRET GST/Flag-core106 dimerization, 1536-well. 300,000 compounds, 0.33% hits;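 active = inhibition above the mean of all tested compounds plus 3 SD, set per screening campaign, cut at about 45% in these data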
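test system = GST/Flag-tagged HCV core106 proteins | probe or stimulus = Eu donor and XL665 acceptor anti-tag antibodies | times = compound-protein-antibody incubation 4 h at 22.5 °C | signal = TR-FRET, excitation 340 nm, emission 617 and 671 nm | measure = percent inhibition of core106 dimerization signal | controls = wells lacking GST-core106 and wells with excess unlabelled core106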
PP5 inh = blocks human protein phosphatase 5 activity; P53041; purified PP5c, OMFP substrate fluorescence; inhibition, % at 6.7 µM; 320,000 compounds, 0.18% hits; AID 1987;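 active = inhibition above the campaign's mean inhibition across all tested compounds plus 3 SD, cut at about 9.5% in these data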;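 also: 0% = DMSO only and 100% = 100 µM cantharidin control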
CTSL1 counter = cathepsin L1 inhibition, PFM18AAP counter-screen; recombinant F. hepatica cathepsin L1, Z-Leu-Arg-MCA fluorescence; inhibition, % at 5.96 µM; 300,000 compounds, 0.49% hits;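 active = inhibition above the mean of all tested compounds plus 3 SD, set per screening campaign, cut at about 17% in these data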;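 also: 0% = plate median of test compound wells and 100% = 1 µM Z-Phe-Ala-diazomethylketone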
TPT1 inhibitor = C. albicans TPT1 enzyme inhibition; recombinant caTPT1, FP RNA substrate dephosphorylation; inhibition, % at 5 µM; 300,000 compounds, 0.81% hits;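 active = inhibition above the mean of all tested compounds plus 3 SD, set per screening campaign, cut at about 24% in these data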;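 also: plate controls were DMSO alone for no effect and ferristatin control at 100 nM for full effect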
procasp7 counter = counter-screen: procaspase-7 (human) activation; recombinant procaspase-7, Ac-DEVD-pNA absorbance 405 nm; D23A/D198A/D206A triple mutant, cannot self-cleave; scale: DMSO 0, 5 µM enzyme 100; activation, % at 8.5 µM; 330,000 compounds, 0.093% hits;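 active = percent activation above the screen-wide mean plus 3 SD, cut at about 25% in these data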
Target sequence (P55210 whole entry D23A/D198A/D206A): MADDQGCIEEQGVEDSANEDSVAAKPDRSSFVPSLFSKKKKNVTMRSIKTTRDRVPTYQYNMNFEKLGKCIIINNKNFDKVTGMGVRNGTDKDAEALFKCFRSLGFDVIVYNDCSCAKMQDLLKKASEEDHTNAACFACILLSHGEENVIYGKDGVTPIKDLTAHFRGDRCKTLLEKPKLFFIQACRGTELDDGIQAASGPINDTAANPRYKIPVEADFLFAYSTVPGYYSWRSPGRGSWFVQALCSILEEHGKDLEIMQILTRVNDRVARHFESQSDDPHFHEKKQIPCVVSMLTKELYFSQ
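Assay system: Uncleavable procaspase-7 mutant enzyme / Input: 2 µM procaspase-7 mutant as dispensed / Dosing: single nominal 8.5 µM compound dose, 0.8% DMSO final / Timing: 1 h enzyme–compound preincubation and 2 h substrate reaction, both 25 °C / Detection: p-Nitroaniline absorbance at 405 nm, read at 0 and 120 min / Replication: singlicate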
PP1 inh = blocks human PP1-alpha phosphatase, a PP5 counter-screen | P62136 | purified PP1alpha, OMFP fluorescence | inhibition, % at 6.7 µM | 320,000 compounds, 0.9% hits | AID 2235;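 active = inhibition above the mean inhibition of all tested compounds plus 3 SD, computed separately for each screening campaign, cut at about 15% in these data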
JMJD2C inh = blocks human GASC-1 demethylase activity; AID 2099; 330,000 compounds, 0.069% hits; GST-JMJD2C(1-420) H3K9me3 demethylation, DELFIA europium; inhibition, % at 2.35 µM; Q9H3R0;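 active = more than half of a compound's replicate wells show inhibition beyond 50%, single wells judged on their own value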;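 also: signal counts dimethyl H3K9 product captured on neutravidin plate; 0% = median of DMSO wells and 100% = 0.3 times that DMSO median; strong numbers were not always called active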
Target sequence (Q9H3R0 1-420 limits assumed): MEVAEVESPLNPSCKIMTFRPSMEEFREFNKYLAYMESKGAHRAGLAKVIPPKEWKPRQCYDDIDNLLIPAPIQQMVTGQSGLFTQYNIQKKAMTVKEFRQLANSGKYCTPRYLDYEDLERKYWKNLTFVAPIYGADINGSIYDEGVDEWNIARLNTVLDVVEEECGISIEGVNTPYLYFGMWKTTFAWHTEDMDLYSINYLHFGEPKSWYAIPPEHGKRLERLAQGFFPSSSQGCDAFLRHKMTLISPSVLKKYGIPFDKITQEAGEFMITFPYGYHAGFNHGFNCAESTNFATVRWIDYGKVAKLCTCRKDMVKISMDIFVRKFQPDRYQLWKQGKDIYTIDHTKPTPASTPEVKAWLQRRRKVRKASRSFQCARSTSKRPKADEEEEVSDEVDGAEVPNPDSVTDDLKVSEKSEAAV
Efflux pump inh = inhibitors of Candida antifungal efflux pumps expressed in yeast; 330,000 compounds, 0.44% hits; inhibition, % at 10 µM; AID 485275; S. cerevisiae Candida pump triplex, Nile Red efflux;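 active = plate passing quality check with inhibition over a set limit, or well fluorescence over plate mean plus 4 SD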;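 also: Nile Red retained in pooled yeast measured as flow cytometry median fluorescence; 0% = buffer negative control and 100% = Enniatin B positive control; higher means more Nile Red kept so more efflux inhibition; some compounds called inactive have numbers as strong as hits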
An asterisk follows results filed as active; i = inactive; . = no result given; & = joins results of further samples.

compound	procasp3 activ	core dimer inh	PP5 inh	CTSL1 counter	TPT1 inhibitor	procasp7 counter	PP1 inh	JMJD2C inh	Efflux pump inh
CCN(CC)c1ccc(C(=S)NC2CCCCC2)cc1	-2	2	1.6	2	0	-8	0	4	-0.1
Cn1cccc1/C=N\NC(=O)C1COc2ccccc2O1 (configuration not stated)	12	4	0.8	2	-1	-1	-1	-27	0.9
Cc1ccc(CCC(=O)Nc2ccc(Cl)cc2)o1	4	-12	-0.1	-7	-1	-8	-3	-7	-0.1
Cc1ccc(CCNC(=O)c2ccc(NC3=NC4CS(=O)(=O)CC4S3)cc2)cc1 (configuration not stated)	15	-1	0.4	-8	0	4	-6	-8	0.0
O=C(NNC(=O)C1CC(=O)N(Cc2ccccc2)C1)c1ccc(Br)cc1 (configuration not stated)	1	0	1.9	-6	-5	-2	-2	6	-0.1
Cc1cc(/C=C2/C(=O)NN(c3ccccc3)C2=O)c(C)n1-c1cccc(O)c1	-2	-36	3.5	0	2	3	4	i	0.0
COc1cc(/C=N/NC(=O)C2CC(=O)N(c3ccc(C)cc3)C2)cc(OC)c1OC (configuration not stated)	-4	8	1.0	-1	-5	5	5	-16	0.4
Cc1ccc(-c2noc(C3CCCN(C(=O)c4ccccc4Br)C3)n2)o1 (configuration not stated)	5	19	2.8	0	4	1	5	-8	0.0
CCOC(=O)Cn1cc(/C=N/NC(=O)c2ccc(C#N)cc2F)c2ccccc21	13	-2	-0.7	3	2	-1	-2	-1	0.1
O=C(Nc1ccc(Cl)cc1)NC1CCCCNC1=O (configuration not stated)	0	1	-2.1	-3	-3	6	1	-4	-0.1
O=C(Nc1nccs1)C1CC(=O)N(c2ccccc2Cl)C1 (configuration not stated)	-5	1	-0.1	0	-1	13	0	-3	0.0
O=C(CCc1nnc(CCCCc2ccccc2)o1)N1CCCC(O)C1 (configuration not stated)	4	-1	-0.6	-2	0	8	2	8	-0.1
CC(=O)c1cc2c(cc1NC(=O)CN1CCOCC1)OCO2	4	-3	2.2	6	2	11	-1	2	0.2
CCOC(=O)c1ccc(NC(=O)N2CCc3ccccc3C2)cc1	-3	-2	4.7	1	-3	-5	0	5	-0.1
O=C(c1ccc([N+](=O)[O-])cc1)N(Cc1ccccc1)c1ccccn1	0	5	1.2	-2	-1	2	2	5	-0.1
Cc1sc2c(c1C)CN(C(C)(C)C)CN2C(=O)c1ccccc1	3	5	0.8	1	13	0	5	-1	-0.1
Cc1cccc(C(=O)Nc2cc(C)ccc2NC(=O)COc2ccccc2)c1	8	3	2.4	-2	2	1	1	8	0.0
CN(C)S(=O)(=O)c1ccc(Cl)c(NC(=O)CN2CCCC2)c1	11	-4	-1.0	-2	-4	0	-2	-4	-0.1
Cc1cc2c(c(=O)n1Cc1ccco1)C(c1ccccc1)C(C#N)=C(N)O2 (configuration not stated)	0	0	0.8	7	-2	-4	0	2	-0.2
Cc1cccc(N2CCN(C(=O)CC(NC(=O)c3ccccc3)c3ccccc3)CC2C)c1 (configuration not stated)	-6	0	2.6	-7	-1	-13	20*	-9	2.1
N#Cc1cnn(-c2ncnc3sc4c(c23)CCCC4)c1N	2	8	2.7	-1	1	6	-1	22	-0.1
COc1cc(Br)c(C(=O)c2nccc3cc(OC)c(OC)cc23)cc1OC	0	21	14*	103*	-2	1	-3	0	-0.1
O=C(CCCCl)Oc1ccc2cc(-c3ccc4ccccc4n3)c(=O)oc2c1	-15	-9	1.4	0	49*	-17	13	12	0.0
O=C(c1ccc(Br)c(S(=O)(=O)N2CCCCC2)c1)N1CCCCC1	8	7	0.0	-1	1	2	-2	9	-0.2
CCOC1(c2ccccc2)CC1C(=O)N/N=C/c1cccc([N+](=O)[O-])c1 (configuration not stated)	-1	1	-0.2	0	-3	4	-2	24	-0.1
O=C(Nc1ccc(C(=O)O)cc1)/C(=C\c1cccc([N+](=O)[O-])c1)NC(=O)c1ccc(Br)o1	-5	0	-1.8	3	-2	6	-3	-21	-0.2
Cc1ccc(S(=O)(=O)/N=c2\sccn2C)cc1	6	1	2.3	-3	1	2	-2	10	0.1
CSc1cc(C)nc(NC(C)=O)n1	5	4	1.1	-6	-3	9	-3	-1	0.0
COc1ccc(-n2c(COc3ccc4c(c3)OCO4)nnc2SCC(=O)O)cc1	3	-1	-2.5	0	-1	6	0	30	-0.1
COC(=O)C(Cc1ccccc1)NC(=O)CCCC(=O)NCc1cccc(OC)c1 (configuration not stated)	-6	-6	-1.8	1	-2	6	2	-2	0.0
COc1ccc(-n2nc3c(c2NC(=O)C2CC(=O)N(c4ccccc4)C2)CS(=O)(=O)C3)cc1 (configuration not stated)	7	1	1.8	0	2	4	-2	-4	0.0
Cc1ccc(CNCCC2=CCCCC2)cc1	-1	2	-1.1	1	-1	1	2	3	0.2
Cc1cc(/C=N/NC(=O)c2cccs2)c(C)n1-c1cnccn1	3	-4	0.5	6	-4	-2	-4	4	-0.1
CC1(C(=O)O)CCC(C(=O)NNC(=O)c2ccccc2O)C1(C)C (configuration not stated)	8	0	-0.1	2	1	0	1	1	0.1
N#CC1(c2ccccc2)CCC(=NO)CC1 (configuration not stated)	2	0	-3.8	-1	1	-3	-2	-1	-0.1
O=C(CN1CCOCC1)Nc1cccc(C(=O)Nc2cccc(C(F)(F)F)c2)c1	3	-10	0.2	3	-1	9	-2	-4&25	0.1
COc1ccc(-c2sc3cc4c(cc3c2-c2ccc3c(c2)OCCO3)OCO4)cc1	7	.	.	.	.	-3	.	12	-0.2
COc1ccccc1Nc1nc2ccccc2n2cnnc12	4	4	0.7	-3	0	1	2	7	-0.1
O=C(CSc1nc2ccccc2c(=O)[nH]1)Nc1ccccc1N1CCOCC1	12	0	0.4	3	-5	-1	1	8	0.2
Cc1cc(C)cc(NC(=S)NCCCO)c1	-7	-12	-13	8	-4	-6	-1	-6	0.0
CCc1ccc(NC(=O)C(=O)N/N=C(\C)CC(=O)NCCOC)cc1	5	-2	2.4	-4	1	-1	-3	29	0.0
CC1Cc2cc(S(=O)(=O)N3CCC(C(=O)N4CCN(c5ccccc5F)CC4)CC3)ccc2N1C(=O)C1CC1 (configuration not stated)	3	18	4.4	1	1	0	3	-12	0.1
COCCN1CCN(C(=O)C2CCC(=O)N(CCc3ccccc3)C2)CC1 (configuration not stated)	4	-7	0.6	-1	-2	2	-5	0	0.5
CCCCC(=O)N1C/C=C\C(c2ccc(OC)cc2)N(Cc2ccc(F)cc2)C(=O)[C@H]1Cc1ccccc1 (some centres not stated)	3	0	1.9	3	-5	3	6	-13	-0.1
COc1ccc(/C=N/Nc2nc3ccccc3c(=O)[nH]2)cc1	30*	-3	4.3	3	-2	29*	2	-3	0.0
Nc1oc2ccccc2c(=O)c1C=O	0	-9	4.0	-2	0	-3	-1	2	-0.1
O=C(O)CCc1nc2ccccc2n(CCc2ccccc2)c1=O	2	17	0.2	3	1	1	-3	16	-0.1
CCOc1ccccc1NC(=O)c1ccc(S(=O)(=O)N2CCCCC2)cc1	-2	3	1.7	2	1	-3	2	3	0.0

13 entries already listed, ordered by SMILES length, high to low:
compound	procasp3 activ	core dimer inh	PP5 inh	CTSL1 counter	TPT1 inhibitor	procasp7 counter	PP1 inh	JMJD2C inh	Efflux pump inh
CC1Cc2cc(S(=O)(=O)N3CCC(C(=O)N4CCN(c5ccccc5F)CC4)CC3)ccc2N1C(=O)C1CC1 (configuration not stated)	3	18	4.4	1	1	0	3	-12	0.1
O=C(Nc1ccc(C(=O)O)cc1)/C(=C\c1cccc([N+](=O)[O-])c1)NC(=O)c1ccc(Br)o1	-5	0	-1.8	3	-2	6	-3	-21	-0.2
CCOC(=O)Cn1cc(/C=N/NC(=O)c2ccc(C#N)cc2F)c2ccccc21	13	-2	-0.7	3	2	-1	-2	-1	0.1
O=C(CCCCl)Oc1ccc2cc(-c3ccc4ccccc4n3)c(=O)oc2c1	-15	-9	1.4	0	49*	-17	13	12	0.0
O=C(CSc1nc2ccccc2c(=O)[nH]1)Nc1ccccc1N1CCOCC1	12	0	0.4	3	-5	-1	1	8	0.2
CCOc1ccccc1NC(=O)c1ccc(S(=O)(=O)N2CCCCC2)cc1	-2	3	1.7	2	1	-3	2	3	0.0
CCc1ccc(NC(=O)C(=O)N/N=C(\C)CC(=O)NCCOC)cc1	5	-2	2.4	-4	1	-1	-3	29	0.0
O=C(CCc1nnc(CCCCc2ccccc2)o1)N1CCCC(O)C1 (configuration not stated)	4	-1	-0.6	-2	0	8	2	8	-0.1
CCOC(=O)c1ccc(NC(=O)N2CCc3ccccc3C2)cc1	-3	-2	4.7	1	-3	-5	0	5	-0.1
O=C(Nc1nccs1)C1CC(=O)N(c2ccccc2Cl)C1 (configuration not stated)	-5	1	-0.1	0	-1	13	0	-3	0.0
N#CC1(c2ccccc2)CCC(=NO)CC1 (configuration not stated)	2	0	-3.8	-1	1	-3	-2	-1	-0.1
Cc1ccc(CNCCC2=CCCCC2)cc1	-1	2	-1.1	1	-1	1	2	3	0.2
Nc1oc2ccccc2c(=O)c1C=O	0	-9	4.0	-2	0	-3	-1	2	-0.1

Remaining list, next part.
compound	procasp3 activ	core dimer inh	PP5 inh	CTSL1 counter	TPT1 inhibitor	procasp7 counter	PP1 inh	JMJD2C inh	Efflux pump inh
CSc1ccccc1OCc1cc(C(=O)N[C@H]2CCCCNC2=O)no1	10	8	2.1	-2	-1	14	-6	2	3.6
CCOC(=O)C1=C(C)OC(N)=C(C#N)C1c1cc2cc(C)ccc2nc1N1CCCCC1 (configuration not stated)	-7	25	1.3	4	-7	-6	2	12	0.5
COc1ccc(C(=O)NC(=S)Nc2ccc(CN3CCOCC3)cc2)cc1Br	-9	1	3.5	4	-3	-15	-1	1	0.1
CCn1c(SCC(=O)N2CCCCCC2)nc2ccccc2c1=O	0	8	0.7	-3	-2	1	-4	-1	-0.2
CCCCCCn1c(SCC(=O)c2ccccc2)nc2c1c(=O)[nH]c(=O)n2C	20	26	-0.7	-1	-2	3	2	2	0.1
CCOC(=O)CCNC(C)C1COc2ccccc2O1 (configuration not stated)	8	-5	2.0	1	-2	5	0	-4	0.0

High-throughput results as filed in PubChem BioAssay.
